# TEAD-YAP inh: TEAD-YAP interaction inhibition; HEK-TIYL cells, TEAD-Gal4/YAP UAS-luciferase luminescence; inhibition, % at 9.12 µM; 640,000 compounds, 1.4% hits; AID 1259422; in the data active means inhibition above about 32%;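 further: 0% = median of test compound wells and 100% = reference inhibitor wells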
# GPR151 activ: activates the human receptor GPR151. Q8TDV0. PathHunter beta-arrestin GPR151 cells, luminescence. activation, % at 11.2 µM. 650,000 compounds, 1% hits; in the data active means activation above about 4.9%;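 further: 0% = median of compound wells and 100% = cells with positive control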
# Target sequence (Q8TDV0 whole entry, looked up): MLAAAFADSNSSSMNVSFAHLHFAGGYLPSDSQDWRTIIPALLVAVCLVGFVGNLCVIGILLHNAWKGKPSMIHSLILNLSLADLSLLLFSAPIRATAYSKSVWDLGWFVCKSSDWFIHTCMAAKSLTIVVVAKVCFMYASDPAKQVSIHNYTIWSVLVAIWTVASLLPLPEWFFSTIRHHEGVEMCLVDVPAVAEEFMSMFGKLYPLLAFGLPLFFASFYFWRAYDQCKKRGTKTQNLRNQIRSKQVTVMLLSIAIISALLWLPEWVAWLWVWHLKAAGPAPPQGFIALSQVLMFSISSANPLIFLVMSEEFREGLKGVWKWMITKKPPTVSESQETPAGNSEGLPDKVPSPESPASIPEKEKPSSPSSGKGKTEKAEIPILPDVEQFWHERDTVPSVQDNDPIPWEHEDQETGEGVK
# MITF inh: human MITF inhibition, primary screen; O75030; AlphaScreen MITF homodimerization, bead proximity signal; inhibition, % at 2.6 µM; 650,000 compounds, 0.91% hits; AID 1259374; in the data active means inhibition above about 50%;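 further: 0% = vehicle wells with protein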
# Target sequence (O75030 whole entry, looked up): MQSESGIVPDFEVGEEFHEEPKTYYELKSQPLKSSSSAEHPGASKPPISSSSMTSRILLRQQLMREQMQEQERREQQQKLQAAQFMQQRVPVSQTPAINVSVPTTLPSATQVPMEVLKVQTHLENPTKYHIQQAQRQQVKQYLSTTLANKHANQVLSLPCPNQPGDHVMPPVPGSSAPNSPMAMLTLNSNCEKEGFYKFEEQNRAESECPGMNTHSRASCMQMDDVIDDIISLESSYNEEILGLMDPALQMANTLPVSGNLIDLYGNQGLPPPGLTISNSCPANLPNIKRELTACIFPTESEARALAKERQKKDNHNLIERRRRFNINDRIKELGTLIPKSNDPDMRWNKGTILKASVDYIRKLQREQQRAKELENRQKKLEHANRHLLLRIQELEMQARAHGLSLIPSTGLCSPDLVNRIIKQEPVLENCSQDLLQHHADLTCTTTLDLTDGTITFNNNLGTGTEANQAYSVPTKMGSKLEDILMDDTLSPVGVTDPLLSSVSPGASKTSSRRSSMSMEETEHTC
# FBW7 activator: activators of human E3 ligase FBW7. 650,000 compounds, 0.13% hits. AlphaScreen FBW7–phospho-cyclin E peptide binding, activator screen. AID 1259310. normalized activity (activation), % at 26.1 µM; in the data active means normalized activity above about 1.9%;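 further: purified mutant Fbw7 with reduced substrate affinity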
# * = called active by the depositor; x = not tested or not shown; & = joins results of further samples; ! = repeats disagree. The list is partial (hit frequency here may not be typical).
SMILES,TEAD-YAP inh,GPR151 activ,MITF inh,FBW7 activator
CCc1ccc(-n2c(=O)[nH]c3ccccc3c2=O)cc1,-29,-0.6,-5,0.2
COC(=O)CC(=O)N1CCN(CCc2c[nH]c3ccccc23)CC1C(=O)N1CCOCC1 (stereo unspecified),1,1.1,15,0.0
C[C@@H]1Cc2c(Cl)cc(C(=O)NC(Cc3ccccc3)C(=O)O)c(O)c2C(=O)O1 (stereo partly specified),12,-1.5,19,0.2
CCC(c1nnnn1C(C)(C)C)N1CCN(C)CC1 (stereo unspecified),10,0.6,-10,0.3
CN[C@@H]1[C@@H](O)C(OC2[C@@H](N)C[C@@H](N)[C@H](O[C@H]3O[C@H](C(C)O)[C@@H](O)[C@H](O)[C@H]3N)[C@H]2O)OC[C@]1(C)O (stereo partly specified),2,0.3,7,0.0
O=S(=O)(c1ccccc1)N1CCCC1c1cccnc1 (stereo unspecified),6,-0.1,-6,0.0
CCC(=Nc1ccccc1N)c1c(O)[nH]c(=O)[nH]c1=O,-60,-1.1,3,-0.1
O=C(Nc1nccs1)c1c(O)c2ccccc2n(Cc2ccccc2)c1=O,6,2.6,6,-0.1
[O-]/C(=N\c1c[n+](CCc2ccccc2)no1)Nc1ccc(Cl)c(Cl)c1,-1,-0.5,10,-0.1
Cc1sc2c(c1C)C(c1ccccc1Cl)=NCC(=O)N2CC(=O)N1CCCCC1,20,-0.9,20,0.2
CCOC(=O)c1c(C)n(C(C)C)c2ccc(OC(=O)c3ccco3)cc12,-6,0.2,-2,0.1
Cc1ccc(OP(=O)(NCCN2CCOCC2)Oc2ccc(C)cc2)cc1,2,2.6,11,-0.1
CC(=O)N1CCC(N2Cc3ccccc3-n3cccc3C2C(=O)O)CC1 (stereo unspecified),6,-1.4,-2,-0.1
Cn1ccnc1C1(O)CC2CCC(C1)N2CC(=O)N1CCc2ccccc2C1 (stereo unspecified),-5,-0.2,9,-0.1
O=c1c2cc(I)ccc2nc(/C=C/c2c[nH]c3ccccc23)n1-c1ccccc1,7,0.8,-1,-0.1
CC1CCCN(CC(=O)c2ccccc2F)C1 (stereo unspecified),-4,-1.1,14,0.5
CN1CCN(Cc2ccccc2Cl)CC1,14,-0.1,64*,-0.2
CCCC(C)C1C(C#N)=C(N)Oc2c1c(=O)oc1ccccc21 (stereo unspecified),8,0.9,2,0.1
COc1ccc(-n2c(/C=C/c3ccc(SC)cc3)nc3ccccc3c2=O)cc1Cl,-4,-1.0,-4,-0.2
Cc1cccc(C)c1NC1=NCCCS1,3&-2,-0.2&-1.1&-1.3,0&4&1,0.0&0.1&0.0
O=C(O)c1ccc2c(c1)[C@@H]1C=CC[C@@H]1[C@H](c1cccnc1)N2,7,-0.2,17,-1.1
Nc1nc(N)nc(-c2nonc2N)n1,-14,2.0,-2,0.0
CCOC(=O)C1=C(N)Oc2cc(C)[nH]c(=O)c2C12C(=O)N(Cc1ccc(Cl)cc1)c1ccccc12 (stereo unspecified),-2,1.2,-4,0.5
CN1C(=O)NC(=O)/C(=C/c2cn(C)c3ccccc23)C1=O,2,-0.6,6,-0.1
CC[C@@]1(O)C[C@H](O)c2c(cc3c(c2O)C(=O)c2c(O)ccc(O)c2C3=O)[C@H]1C(=O)OC,5,0.0,14,-0.2
CN(C)C1=NC(=[N+](C)C)c2ccccc21,5,1.8,-2,0.1
C=CCN1C[C@H](C)N([C@@H](c2ccccc2)c2ccc(C(=O)N(CC)CC)cc2)C[C@H]1C,x,-0.5,26,0.1
O=Cc1nc2ccccc2n1Cc1ccc(Cl)cc1,3,0.2,-5,-0.2
CC12CNCC(C)(CN(P(=O)(Oc3ccccc3)Oc3ccccc3)C1)C2=O,-6,-0.3,7,0.4
CC(C)CCn1c(=O)c(C(=O)NC(C)c2ccccc2)c(O)c2ccccc21 (stereo unspecified),-7,-0.6,10,0.0
CC(C)COC(NC(=O)CC(C)C)C(Cl)(Cl)Cl (stereo unspecified),2,1.9,-3,-0.1
CN(C)CCN(C(=O)Cc1cccs1)c1nc2ccccc2s1,-29,-0.3,-2,0.0
CCN1CCN(c2ccc([N+](=O)[O-])cc2C#N)CC1,9,2.1,4,0.0
CCCOc1ccc(N2C(=O)CC(NC(C)Cc3ccccc3)C2=O)cc1 (stereo unspecified),16,1.3,11,0.2
CC(C)c1ccc2c(c1O)CC[C@H]1C3=C(CC[C@]21C)C(=O)OC3,0,-0.6,14,0.1
CCC1(c2ccccc2)C(=O)NC(=O)N(C(=O)c2ccccc2)C1=O (stereo unspecified),0,0.0,-7,-0.2
CC(C)N(C(=O)CCl)c1ccccc1,33*,1.2,-2,-0.1
C[C@H]1C(=O)O[C@@H]2CCN3CC=C(COC(=O)[C@](C)(O)[C@]1(C)O)[C@H]23,74*!,-3.5&-0.6,12&7,0.2&0.1
CCCCC/C=C\C/C=C\C/C=C\C/C=C\CCCC(=O)NCC(O)CC(=O)O (stereo unspecified),x,2.1,7,x
Cn1ccnc1SCC(=O)Nc1ccc(C#N)c(Cl)c1,-20,1.2,14,0.2
CCOc1ccc(C=C2C(=O)NC(=O)NC2=O)c(O)c1,-6,-1.6,-7,-0.1
CCCC12CN3CN(C1)CC(CCC)(C3)C2=O,-3,-0.6,-10,0.0
O=C(Nc1ccc(Cl)cc1)OC1CNC(=N[N+](=O)[O-])NC1 (stereo unspecified),-12,0.4,-4,-0.1
COC1=CC(=O)OC(/C=C/c2ccccc2)C1 (stereo unspecified),-12,-1.6,-2,-0.1
CCOC(=O)c1c(N)n(CCCOC(C)=O)c2nc3ccccc3nc12,-1,2.1,-5,0.0
Cc1cccn2c(=O)c3cc(C#N)c(=O)n(CC(C)C)c3nc12,-9,0.3,-15,-0.1
Cc1cccc(OCC(=O)N2CCN(Cc3nnnn3-c3cccc(F)c3)CC2)c1,0,-0.3,2,-0.2
CCN(CC)S(=O)(=O)c1ccc(Cl)c(C(=O)Oc2cccc3cccnc23)c1,-6,0.0,17,0.0
COc1ccc(-n2c(=O)[nH]c3ccc(Br)cc3c2=O)cc1,14,-0.3,2,-0.1
CCC(C)N1CCN(Cc2cc(OC)c(OC)c(OC)c2)CC1 (stereo unspecified),-1,-1.1,75*,-0.2
CN(C)c1ccc(/C=C2/C(=O)NC(=S)N(c3ccccc3F)C2=O)cc1,4,1.1,10,0.0
O=C1NC(=O)N(CCc2ccc(F)cc2)C(=O)/C1=C\c1ccc(O)c(O)c1,9,1.1,-46,-0.2
CN1C2CCCC1CC(=O)C2,7,-0.2,1,-0.1
Cn1cc(/C=C/c2nc3ccc(I)cc3c(=O)n2-c2ccccc2)c2ccccc21,-5,1.0,4,0.0
Cc1ccccc1-n1c(O)c(C=Nc2ccc3c(c2)OCO3)c(=O)[nH]c1=O,1,-0.1,1,-0.1
Cc1ccc(Cl)cc1-n1c(/C=C\c2ccc(F)c(F)c2)nc2ccccc2c1=O,2,-0.3,7,0.1
CCOc1ccc(N=C2SCCCN2C)cc1,-2,-1.3,-14,0.0
OC1(c2ccccc2F)CC2CCC(C1)N2CCN1CCOCC1 (stereo unspecified),-6,-0.2,6,0.0
CC1=Nc2ccccc2/C1=C/c1c(O)n(C)c(=O)[nH]c1=O,10,0.1,20,-0.3
COc1ccc(CN2CCN(Cc3ccccc3Cl)CC2)cc1Br,-10,-0.1,78*,-0.2

# (further entries)
SMILES,TEAD-YAP inh,GPR151 activ,MITF inh,FBW7 activator
CC1=C2C(=O)C3C(CC=C4CC(O)CCC43C)C2CCC12OC1CC(C)CNC1C2C (stereo unspecified),-3,-1.0,2,0.3
COc1ccc(C(CC(=O)N2CCC3(CC2)OCCO3)NS(=O)(=O)c2ccc(C)cc2)cc1 (stereo unspecified),11,1.5,-4,0.1
O=C(NC1CCCCC1)C(Cl)(Cl)Cl,-2,-0.6,-13,0.0
COc1cccc(CN2CCN(C(C)C)CC2)c1OC,6,1.0,69*,-0.1
Clc1ccc(Nc2nc(Cl)nc(Cl)n2)cc1,6,-0.6,-2,0.2
CC(=O)c1ccc(OC(=O)N(C)c2ccccc2)cc1,-41,0.2,-6,-0.1
O=c1c2ccccc2nc(/C=C\c2ccc(F)c(F)c2)n1-c1ccccc1Cl,6,-0.6,3,-1.3
CC(C)N1C(=O)CCC1C(=O)N1CCC2(CC1)OCCO2 (stereo unspecified),-11,0.7,-12,0.1
O=C(CN1CCN(Cc2ccc(Cl)cc2)C1=O)N1CCC2(CC1)OCCO2,3,-0.2,-3,0.0
N#Cc1cnc2c(C#N)cnn2c1N,-9,-0.6,-1,-0.2
O=c1c2ccccc2nc(-c2ccc([N+](=O)[O-])cc2)n1-c1ccccc1,1,-0.1,16,1.3
CCn1c2ccccc2c2cc(CN3CCN(C)CC3)ccc21,4,0.3,63*,0.2

# A draw from above in order of molecular weight, rising.
SMILES,TEAD-YAP inh,GPR151 activ,MITF inh,FBW7 activator
O=C(NC1CCCCC1)C(Cl)(Cl)Cl,-2,-0.6,-13,0.0
CC(=O)c1ccc(OC(=O)N(C)c2ccccc2)cc1,-41,0.2,-6,-0.1
CCn1c2ccccc2c2cc(CN3CCN(C)CC3)ccc21,4,0.3,63*,0.2
O=c1c2ccccc2nc(-c2ccc([N+](=O)[O-])cc2)n1-c1ccccc1,1,-0.1,16,1.3
O=c1c2ccccc2nc(/C=C\c2ccc(F)c(F)c2)n1-c1ccccc1Cl,6,-0.6,3,-1.3
COc1ccc(C(CC(=O)N2CCC3(CC2)OCCO3)NS(=O)(=O)c2ccc(C)cc2)cc1 (stereo unspecified),11,1.5,-4,0.1

# (more compounds)
SMILES,TEAD-YAP inh,GPR151 activ,MITF inh,FBW7 activator
NS(=O)(=O)c1ccc(-c2ccc(C=C3C(=O)NC(=S)NC3=O)o2)cc1,3,-0.4,32,0.1
CCOC(=O)c1c(C)n(Cc2ccccc2)c2ccc(OC(=O)c3cccc(Br)c3)cc12,-4,-0.8,3,-0.1
COc1ccc2c(c1)COC1(CCN(C(=O)CC(C)(C)CC(=O)O)CC1)O2,0,0.2,10,0.4
O=C1NC(=O)C2(C(=O)N1)C(c1ccc(F)cc1)NC(=S)NC2c1ccc(F)cc1 (stereo unspecified),-2,0.0,12,0.0
COCCCn1c(-c2ccc(OC)cc2)cc(C(=O)NC2CCCC2)c1C,-8,-0.2,6,-0.1
Cc1cc(/C=C2\C(=O)NC(=O)N(c3cccc(Br)c3)C2=O)c(C)n1C,11,-1.4,21,-0.1
Cc1cc(C)nc(N2Cc3ccccc3C2=N)n1,6,-1.0,0,-0.2
Cn1c(C(=O)O)c(CC(=O)N2CCN(Cc3ccccc3)CC2)c2ccccc21,-2,-0.1,-7,-0.1
CN1CC=C(c2noc(CCC(=O)Nc3ccc(Cl)cc3)n2)CC1,-2,1.2,73*,0.0
O=c1oc2ccccc2c(O)c1Cc1c(O)c2ccccc2oc1=O,1&-5,0.0&-1.4&-0.1,1&-4&-14,0.0&-0.1&0.1
O=C(Nc1ccc(Cl)cc1C(=O)c1ccccc1Cl)c1ccc(N2C(=O)CCC2=O)cc1,3,0.6,3,0.0
CN(C)C(=O)Oc1ccc2cccc(OC(=O)N(C)C)c2c1,1,-1.4,6,0.9
O=C(O)C(Cc1cnc[nH]1)NS(=O)(=O)c1ccc(Cl)cc1 (stereo unspecified),-2,0.7,-2,0.1
COC(=O)Nc1cccc(NC(=O)OC)c1,5,1.4,13,0.0
COC(=O)c1ccc(NC(=O)c2cc3cccnc3n(Cc3ccc(Cl)cc3)c2=O)cc1,12,0.3,6,0.0
C=CCOC(=O)C1=C(C)OC(N)=C(C#N)C12C(=O)N(CC(=O)OCC)c1ccccc12 (stereo unspecified),4,-0.3,8,0.0
O=C(Nc1ccc(Br)cc1C(=O)c1ccccc1)c1ccccc1,-8,-0.1,8,0.5
C=C1C[C@@H]2[C@H](CCC3(C)C(=O)CC[C@@H]23)C2(C)C=CC(=O)C=C12 (stereo partly specified),-10,2.0,3,0.0
CCOP(=O)(OCC)C(O)c1ccc(OC)cc1OC (stereo unspecified),2,-1.1,11,0.2
O=C(Nc1cccc(Cl)c1)c1cc2cccnc2n(Cc2ccc(F)cc2)c1=O,0,1.1,-2,0.0
Fc1ccc(N2CCN(Cc3ccccc3F)CC2)cc1,-9,0.8,13,0.7
CN1CCN(c2cc(N3CCNCC3)ccc2[N+](=O)[O-])CC1,1,-1.0,15,0.0
O=C1CCC(N2C[C@H]3C[C@@H](C2)c2cccc(=O)n2C3)CCN1Cc1cccc(Cl)c1 (stereo partly specified),2,0.2,10,0.2
Cc1ccccc1-n1c(Cc2ccccc2)nc2ccccc2c1=O,-13,-1.5,-4,-0.1

# Next section; it opens with the 2 that closed the last part.
SMILES,TEAD-YAP inh,GPR151 activ,MITF inh,FBW7 activator
O=C1CCC(N2C[C@H]3C[C@@H](C2)c2cccc(=O)n2C3)CCN1Cc1cccc(Cl)c1 (stereo partly specified),2,0.2,10,0.2
Cc1ccccc1-n1c(Cc2ccccc2)nc2ccccc2c1=O,-13,-1.5,-4,-0.1
N#Cc1ccc(NC(=O)CCNC(=O)c2ccco2)cc1Cl,4,0.2,-1,0.0
O=[N+]([O-])c1cc(SC(F)(F)F)cc([N+](=O)[O-])c1N1CCNCC1,-2,-1.1,11,0.0
CC(C)[C@H]1NC(=O)[C@H]2CN(Cc3ccccn3)CCN2C1=O,-6,-1.1,-10,-0.2
COc1c(-c2ccccc2)sc2nc(C)cc(C)[n+]12,11,2.0,-5,-0.1
C1=C(c2ccccc2)Nc2nonc2N=C1c1ccccc1,-47,-2.5,2,-0.1
Cc1ccc(-n2c(/C=C/c3ccccc3)nc3ccccc3c2=O)cc1C,15,0.4,6,-0.2
Cc1ccc([N+](=O)[O-])cc1NC(=O)C1C(C)(C)C1(C)C,-4,0.2,-12,-0.2
O=c1c2ccccc2nc(/C=C/c2ccc(O)cc2)n1-c1ccc(O)cc1,6,-0.1,-4,-0.1

# Source: PubChem BioAssay
